Screening data deposited in PubChem by several laboratories.
SMARCA2 act = activators of SMARCA2 function; MG213 cells, MMTV-luciferase reporter, dexamethasone, overnight; activation, % at 9.1 µM; actives 1% (n = 370,000); AID 652017; in the data active = activation above about 7.8%;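 note: 0% = vehicle wells and 100% = reference activator wells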
hgDAF-12 ag = hgDAF-12 agonism, primary luciferase screen | HEK293 GAL4-hgDAF12 UAS-luciferase reporter, agonist luminescence; normalized to butyrate control | activation, % at 6.8 µM | actives 1.8% (n = 370,000) | AID 687014;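 active = activation above a cutoff set at the mean of all screened compounds plus 3 SD, cut at about 10% in these data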;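 note: 0% = DMSO wells and 100% = sodium butyrate wells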
hcDAF-12 act = H. contortus DAF-12 activation, primary screen; actives 1.4% (n = 370,000); activation, % at 6.8 µM; HEK293 hcDAF-12 lit1-tk-luc reporter, luminescence; 0% DMSO, 100% Δ7-dafachronic acid;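 active = activation above the mean of all tested compounds plus 3 SD, cut at about 5.5% in these data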;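 note: 100% = response to 3 µM Δ7-dafachronic acid high control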
Rev-erbA mod = modulates human Rev-erb alpha binding to DNA | AID 1259318 | actives 0.79% (n = 370,000) | P20393 | Rev-erbα–FITC-DNA binding, fluorescence polarization, 90 min | activity, % at 10 µM;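 active = activity above about 14%, limit read from the data; passing the limit was not always enough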;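 note: 0% = DMSO wells with 35 nM protein and 100% = DMSO wells with 750 nM protein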
Target sequence (P20393 whole entry, looked up): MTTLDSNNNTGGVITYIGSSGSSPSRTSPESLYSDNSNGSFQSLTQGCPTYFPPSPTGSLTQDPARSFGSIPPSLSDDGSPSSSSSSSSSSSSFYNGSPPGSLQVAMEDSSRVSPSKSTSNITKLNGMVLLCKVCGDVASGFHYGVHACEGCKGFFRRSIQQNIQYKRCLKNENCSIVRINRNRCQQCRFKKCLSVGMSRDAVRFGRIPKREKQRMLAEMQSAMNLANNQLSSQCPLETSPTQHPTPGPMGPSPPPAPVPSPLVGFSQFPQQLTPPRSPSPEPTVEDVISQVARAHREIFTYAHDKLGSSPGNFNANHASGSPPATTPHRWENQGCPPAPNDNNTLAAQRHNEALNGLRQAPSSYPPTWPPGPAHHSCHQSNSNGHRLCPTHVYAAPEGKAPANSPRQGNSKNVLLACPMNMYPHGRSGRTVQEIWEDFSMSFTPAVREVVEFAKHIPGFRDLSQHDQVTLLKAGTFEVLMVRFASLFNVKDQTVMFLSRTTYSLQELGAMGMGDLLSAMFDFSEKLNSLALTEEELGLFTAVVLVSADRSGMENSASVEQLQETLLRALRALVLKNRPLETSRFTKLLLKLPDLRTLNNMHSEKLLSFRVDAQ
PG9 Ab binder = binds the HIV-1 gp120 antibody PG9; inhibition, % at 6.7 µM; TR-FRET gp120-PG9 antibody binding; actives 0.43% (n = 360,000); AID 624416; in the data active = inhibition above about 8.5%
PLCb3 inh = PLC-beta3 (human) inhibition, primary screen; actives 0.18% (n = 370,000); Q01970; inhibition, % at 12.2 µM; Purified PLC-beta3, fluorogenic substrate, fluorescence; in the data active = inhibition above about 11%;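 note: 0% = median of compound wells on plate and 100% = full blocker control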
GAA850 FXN act = frataxin GAA850 promoter activation; actives 0.56% (n = 360,000); activation, % at 6 µM; HEK293 lucGAA850 FXN promoter luciferase reporter, 24 h; percent of 10 µM SAHA response;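 active = activation above the average of all compounds screened plus 3 SD, cutoff fixed separately per campaign, cut at about 7.5% in these data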;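 note: 0% = DMSO wells and 100% = 10 µM SAHA wells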
ssDAF12 agonist = activators of S. stercoralis DAF-12 nuclear receptor; HEK293 ssDAF-12/GRIP1 lit1-tk-luc reporter, luminescence; % of 3 µM dafachronic acid response; AID 652126; actives 1% (n = 370,000); activation, % at 6.8 µM;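 active = activation above the mean over all tested compounds plus 3 SD, cut at about 0.9% in these data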;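 note: 0% = DMSO-only wells and 100% = 3 µM delta7-dafachronic acid wells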
DAX1 inh-1 = inhibitors of DAX1 repression of SF-1 activated StAR promoter; HEK293T StAR-luciferase reporter, SF-1/DAX-1 repression relief; inhibition, % at 6.8 µM; actives 1.1% (n = 370,000); AID 652010;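 active = inhibition above the mean over all tested compounds plus 3 SD, cut at about 3.6% in these data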;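 note: 0% = DAX-1 cells with DMSO and 100% = cells lacking DAX-1 with DMSO; higher inhibition means more luminescence from relief of DAX-1 repression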
DAX1 inh-2 = inhibits human nuclear receptor DAX1 | P51843 | HEK293 Gal4-DAX1 luciferase reporter, luminescence | inhibition, % at 6.75 µM | actives 0.99% (n = 340,000) | AID 504766;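 active = inhibition above the mean over all tested compounds plus 3 SD, cut at about 4.2% in these data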;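 note: 0% = DAX1-transfected cells with DMSO and 100% = empty-vector control cells with DMSO; inhibition shows as a rise in luminescence from relieved DAX1 repression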
Target sequence (P51843 207-470 limits assumed): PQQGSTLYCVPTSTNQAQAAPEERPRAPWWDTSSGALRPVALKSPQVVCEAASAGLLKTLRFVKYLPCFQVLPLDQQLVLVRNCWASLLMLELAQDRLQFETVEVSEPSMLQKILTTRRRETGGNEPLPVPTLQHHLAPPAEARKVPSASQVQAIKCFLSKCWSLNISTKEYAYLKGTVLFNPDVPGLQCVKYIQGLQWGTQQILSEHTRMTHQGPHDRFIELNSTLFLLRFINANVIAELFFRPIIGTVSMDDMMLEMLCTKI
HGIII-sPLA2 inh = Blocks human group III sPLA2 activity; QFRET BODIPY PC-A2 liposome hydrolysis, fluorescence; inhibition, % at 12.2 µM; AID 743126; actives 0.56% (n = 370,000);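 active = inhibition above mean plus 3 SD of compounds lying within the high and low control bounds, cut at about 19% in these data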;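 note: 0% = median of test compound wells and 100% = no enzyme DMSO wells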
The depositor's hits bear a star; . = not tested or not shown.

SMILES	SMARCA2 act	hgDAF-12 ag	hcDAF-12 act	Rev-erbA mod	PG9 Ab binder	PLCb3 inh	GAA850 FXN act	ssDAF12 agonist	DAX1 inh-1	DAX1 inh-2	HGIII-sPLA2 inh
O=C(CNC(=O)Cc1ccccc1)NCc1cccs1	0	-4.4	-1.0	10	1.9	-6	-0.8	-1.1	-1.1	0.6	4
Cc1cc(NC(=O)CCCC(=O)O)nc(C)n1	-2	1.1	-1.7	1	-3.1	5	1.6	-1.7	-0.2	-0.3	2
CN1CCN(c2oc(-c3ccccc3)nc2S(=O)(=O)c2ccccc2)CC1	-4	-1.6	-0.1	-3	-1.4	2	0.5	-1.6	0.6	-0.2	11
Cc1ccc(NC(=O)CSCC(=O)N2CCN(C(=O)c3ccco3)CC2)cc1	-3	0.5	0.2	0	3.4	-8	-1.1	-1.3	0.1	0.0	16
O=C(c1ccccc1)N1CCN(C(=O)c2ccccc2)CC1	0	2.3	-0.5	-3	0.7	0	0.4	-1.5	-0.9	1.3	5
CN(Cc1ccccc1)C(=O)c1ccco1	-3	-2.9	-1.7	1	-0.3	-4	0.0	-1.0	-0.2	-0.1	-2
C=CCOc1ccc(C=NNc2ccc(S(=O)(=O)Nc3ccccc3C(=O)O)cc2[N+](=O)[O-])cc1OC	-2	3.1	-0.2	-11	0.1	-5	0.8	-0.7	2.8	0.4	-9
CN1C(C(=O)NCC2CC2)CC2Cn3c(nc4ccccc43)C21 (configuration not stated)	0	0.6	-1.4	6	-0.6	4	1.5	-1.2	-0.1	3.9	14
O=C(COC(=O)c1ccc[n+]([O-])c1)Nc1ccc([N+](=O)[O-])cc1C(F)(F)F	-4	0.9	1.9	-1	-1.7	-3	-0.9	-0.8	-1.1	1.3	-3
COc1cc(OC)cc(C(=O)N[C@H](C(=O)Nc2ccc3c(c2)OCO3)C(C)C)c1	-2	0.2	-0.6	3	-0.1	2	-0.9	-1.6	1.6	-0.5	-5
S=c1nc(C2CC2)[nH]c2ccccc12	-1	1.1	2.9	2	2.6	-12	1.6	-0.3	0.1	0.1	-1
CCOc1ccc(C(=O)Cc2cc3cccc(OC)c3oc2=O)cc1	-1	3.0	-1.2	7	-0.6	-4	2.4	0.5	-0.1	-1.6	-44
CC(C)NC(=O)NC(=O)COc1cccc2c1OC(C)(C)C2	1	-0.8	0.2	-1	1.5	5	0.9	-1.1	0.1	-1.3	1
COC(=O)C1=C(C)NC(=O)/C1=C\c1cc(C)n(-c2ccc(F)cc2)c1C	-5	0.3	-2.0	-5	-1.0	-24	3.5	-1.1	-0.2	-0.7	6
Cc1ccc(S(=O)(=O)N2CCC(C(=O)Nc3nnc(-c4ccc(F)cc4)s3)CC2)cc1	3	0.5	6.5*	14	-1.9	2	0.8	-1.3	-0.2	0.6	-5
CCCC(=O)NCCc1nc2ccccc2n1CCC	1	0.7	-0.9	4	1.5	3	-0.6	-0.9	-0.2	0.5	-3
Cc1nn(-c2ccccc2)c(N2CCCCC2)c1/C=N/O	1	-0.9	-1.2	-4	-0.1	5	0.4	-1.6	-0.5	-1.9	-6
O=C(N/N=C/c1cc([N+](=O)[O-])cc([N+](=O)[O-])c1O)/C(=C\c1cccs1)NC(=O)c1ccccc1	-2	-0.2	-2.9	3	-0.2	0	2.1	-1.1	-0.2	0.6	-7
COC(=O)[C@]12C[C@H](CC(=O)NCc3cccc4ccccc34)C(=O)N(Cc3ccccc3)C1=C[C@H](C1CCCC1)O[C@@H]2C	-1	0.7	-3.6	-6	0.4	0	.	-0.8	-0.1	.	-18
Cc1ccc2[nH]c(=O)c(CN(Cc3nnnn3Cc3ccccc3)C3CCCC3)cc2c1	3	2.4	-1.5	-2	-0.7	-211	-1.9	-1.8	1.1	-0.3	-3
CCN(CC(=O)NCc1ccc(Cl)cc1)C(=O)/C=C/c1ccc(C#N)cc1	-1	1.0	0.7	-3	-0.2	0	1.5	-0.4	-0.3	-0.2	5
N#CCCn1cc(/C=N/NC(=O)c2ccncc2)c(-c2ccccc2)n1	-3	-0.3	-0.1	-8	-0.9	3	1.8	-0.9	0.1	1.4	8
NC(=O)CSc1oc(-c2cccs2)nc1S(=O)(=O)c1ccccc1	1	0.5	0.5	3	-7.7	-9	4.3	-0.3	-1.3	-0.2	0
O=C(NNC(=O)c1ccc(Oc2cc(Cl)cc(Cl)c2)o1)c1ccccc1	-5	-0.8	-0.6	3	-0.2	-12	0.1	-1.2	0.5	1.0	-2
c1cn(CCCNC2=NCCCCC2)cn1	6	-1.0	-0.6	3	0.2	4	2.0	-0.8	-0.3	0.8	1
More results follow.
SMILES	SMARCA2 act	hgDAF-12 ag	hcDAF-12 act	Rev-erbA mod	PG9 Ab binder	PLCb3 inh	GAA850 FXN act	ssDAF12 agonist	DAX1 inh-1	DAX1 inh-2	HGIII-sPLA2 inh
O=C(CCc1nnc(CCCc2ccccc2)o1)NCCc1ccco1	7.8*	6.3	1.7	-5	-0.4	4	4.7	-1.0	0.7	1.8	0
O=C(CCCn1c(SCC(=O)NCC2CCCO2)nc2ccccc2c1=O)NCc1ccccc1 (configuration not stated)	-3	-0.9	0.1	1	1.3	1	0.5	-0.6	0.3	1.9	7
CCN(Cc1cn(CC2CCCCC2)nn1)S(=O)(=O)c1ccccc1Br	-2	2.0	-2.6	4	.	4	.	-1.0	-0.3	.	-7
CCc1cc(C(=O)NCC(c2ccc(OC)cc2)N2CCOCC2)sc1C (configuration not stated)	-3	-0.4	1.5	-6	-0.6	-7	2.0	-0.4	0.4	-0.2	13
CCOC(=O)C(CO)(NC(C)=O)C(=O)OCC	-3	-2.4	-1.5	5	0.4	-3	1.5	-0.5	-0.5	1.1	5
Cc1ccc(S(=O)(=O)N2CCC(n3nnc4cc(C)ccc43)CC2)cc1	-1	3.7	-0.2	6	-2.5	-2	1.7	-1.6	0.1	1.1	-1
CSCCCc1cn([C@@H](CO)C(=O)NCCCCCCCCCCC(=O)N2CCNCC2)nn1	-1	1.6	1.8	-1	-0.4	-1	-0.4	-0.6	0.0	0.2	1
CC(=O)Nc1cc(-c2cccc(C(=O)NCCN(C)C)c2)cn2c(-c3ccccc3)cnc12	-1	4.2	-1.8	-7	1.2	-17	-2.3	-0.8	-0.5	.	6
CC(OC(=O)C1CC(=O)N(Cc2ccccc2)C1)C(=O)Nc1ccc(F)cc1Cl (configuration not stated)	-3	0.4	-1.5	-1	-1.1	-10	0.2	-1.2	3.3	2.1	5
COCCCNC(=O)c1ccc(-c2csc(C)n2)cc1	-3	4.2	-0.3	2	-2.5	-8	-2.2	-1.0	1.1	-0.9	3
COC(=O)c1ccc(OCCN2CCCCCC2)cc1	-4	-0.6	1.7	4	-2.8	2	3.4	-0.9	0.1	0.5	6
CN(C(=O)COC(=O)c1ccc(Br)c([N+](=O)[O-])c1)c1c(N)n(Cc2ccccc2)c(=O)[nH]c1=O	-1	0.3	-1.4	-4	0.5	2	0.0	-1.2	0.2	1.8	5
CC(NC(=O)Nc1ccc(Br)cc1)C(C)(C)C (configuration not stated)	3	9.4	0.0	0	-2.8	1	4.1	-0.7	1.8	2.3	1
COc1ccc(NC(=O)CSc2nnnn2C2CCCCC2)c(OC)c1	-5	-1.7	1.7	-3	-0.1	-5	0.0	-0.8	0.8	-0.2	5
O=C(Cn1cc(C(=O)C(F)(F)F)c2ccccc21)NCc1ccco1	3	4.9	0.9	1	0.4	-6	2.2	-0.9	0.7	-0.6	-7
NS(=O)(=O)c1ccc(N/N=C/c2ccc[nH]2)c([N+](=O)[O-])c1	2	-2.9	-2.2	1	-16	3	1.8	-1.6	-0.6	-1.3	18
OCCN(CCCn1c(-c2ccncc2)nc2ccccc21)c1nc(CN2CCCCC2)cs1	2	-1.2	-1.4	-4	-1.4	-24	2.2	-1.1	0.2	2.0	6
COc1ccc(C)cc1S(=O)(=O)N(CC(=O)Nc1cccc([N+](=O)[O-])c1)c1ccc(C)cc1	9.3*	0.7	0.1	8	0.0	2	2.4	-1.5	-0.1	-2.5	-27
Cc1c(Cl)c(C(F)(F)F)nn1CC(=O)N1CCSCC1	0	-0.4	-1.5	14	3.0	5	0.4	-1.4	-0.7	-0.1	10
Cc1cscc1-c1cc2nc(NCCCN(C)C)n(C)c(=O)c2s1	-1	-1.2	0.2	-1	0.5	-6	1.3	-1.1	0.0	.	11
O=C(CCNC(=O)c1ccc([N+](=O)[O-])cc1)Nc1ccccc1N1CCCC1	-1	-0.8	0.0	2	-1.5	-8	-1.3	-0.5	0.2	0.5	-4
c1ccc(CSc2nnc(NC3=NCCCCC3)s2)cc1	5	2.9	3.3	-2	-1.5	3	2.7	-0.6	0.3	0.3	4
Cc1c(C(=O)OC(C)CCN(C)C)oc2ccccc12 (configuration not stated)	-1	-0.3	1.2	-7	-3.2	-2	-1.8	-1.6	1.3	2.4	-5
O=C(/C=C/c1ccc(OC(F)F)cc1)Nc1cccc(S(=O)(=O)N2CCOCC2)c1	3	-3.6	-3.1	3	-2.5	-8	-0.2	-1.6	-6.3	-1.4	-39
COc1ccc(NC(=S)N(CCCN2CCCCC2)Cc2cccs2)cc1	0	1.8	-0.8	3	-0.8	0	0.9	-1.3	0.5	0.5	6
CC1CCCN(C(=O)Cn2cnc3c2c(=O)n(C)c(=O)n3C)C1 (configuration not stated)	7	-0.6	-1.0	0	2.0	7	-1.0	-1.4	-0.6	2.1	6
CCN(CC(=O)Nc1ccccc1OC)C(=O)CSCc1c(C)noc1C	-1	-0.8	-0.4	-3	-0.2	-3	0.2	-0.4	-0.7	-0.1	10
Cc1ccc(Sc2cc(C)nc(-c3ccccn3)n2)cc1	1	2.4	0.1	5	0.3	-6	-0.9	-0.7	-0.6	-0.9	-3
O=C(CSc1nnc(-c2ccncc2)n1-c1ccc(Cl)cc1)Nc1ccc(C(=O)O)cc1	-1	-0.2	-1.1	1	0.0	-1	-0.9	-0.7	0.0	0.8	2
COc1ccc(OCC(=O)Nc2ccc(S(=O)(=O)N3CCN(C)CC3)cc2)cc1	1	-0.6	-0.6	0	-1.4	4	0.1	-0.9	-0.2	.	0
